# Source: PubChem BioAssay (several laboratories)
# HMGR II inh = inhibitors of E. faecalis class II HMGR, primary screen, biochemical, Enterococcus faecalis. HMG-CoA reductase (Enterococcus faecalis, mvaE). purified E. faecalis HMGR, NADPH absorbance 340 nm kinetic. inhibition, % at 10 µM. actives 0.41% (n = 190,000). AID 1066, 2008;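 active = inhibition above a set limit, the median over all tested compounds plus 3 SD, cut at about 9.5% in these data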;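 also: enzyme runs in reverse so mevalonate oxidation gives rising NADPH absorbance; 0% = complete reaction with DMSO and 100% = background rate lacking mevalonate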
# S1P3 antagonist = S1P3 receptor antagonists, primary screen, cell-based | Sphingosine 1-phosphate receptor 3 (Homo sapiens), Q99500 | CHO S1P3 NFAT-BLA reporter, FRET fluorescence, antagonist mode | inhibition, % at 4.98 µM | actives 0.27% (n = 170,000) | AID 485, 2006;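 active = inhibition above the plate cutoff, the mean inhibition of test wells on that plate plus 3 SD, cut at about 28% in these data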;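 also: cells challenged with S1P at its EC80 of 0.8 µM; blue over green emission ratio from cleaved BLA substrate after 4 h stimulation; 0% = S1P-stimulated wells and 100% = unstimulated DMSO-only wells; some compounds past the cut are filed as inactive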
# Lmaj promast = Leishmania major promastigote growth inhibition, primary screen | Leishmania major promastigotes, resazurin fluorescence viability | inhibition, % at 10 µM | actives 9% (n = 200,000); in the data active = inhibition above about 50%;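 also: promastigotes grown with compound for 44 hours at 28 °C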
# DTT redox prof = compounds producing H2O2 with reducing agent – biochemical, NIH compound library profiling, artefact control for MLSCN library redox annotation, primary screen; actives 0.03% (n = 200,000); activation, % at 10 µM; DTT-dependent redox cycling H2O2, phenol red/HRP absorbance; 100% = 100 µM peroxide control, 0% = buffer;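 active = activation of at least 50% relative to the plate's high and low controls in the primary single-dose screen; inactive = activation below 50%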;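 also: compound incubated with DTT at 0.8 mM final as the reducing agent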
# bIAP inhibitor = bovine intestinal alkaline phosphatase inhibitors, primary screen, selectivity assay for TNAP inhibitor project, biochemical, bovine IAP, CDP-star luminescence; purified bovine IAP, 30 min; alkaline phosphatase, intestinal [Bos taurus]; 190,000 tested, under 10 active; inhibition, % at 20 µM;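 active = over 50% inhibition of intestinal alkaline phosphatase at 20 µM in the single-dose screen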
#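 Assay system – bovine IAP enzyme · Quantity – bovine IAP at 1/65,000,000 final dilution · Detection – CDP-star luminescence signal · Times – 30 min reaction at room temperature · Also added – CDP-star substrate at 30 µM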
# TR-FRET SRC-2 ct = TR-FRET signal artefacts, primary screen, artefact control for PPARgamma SRC-2 agonist project, biochemical; TR-FRET ratio at 8 µM; actives 0.4% (n = 200,000); TR-FRET artefact counter-screen; stronger effect = higher value; AID 1049, 2008; in the data active = TR-FRET ratio above about 2000; also: inactives centre near 1500
# RAM inhibit = inhibitors of the yeast RAM network, primary screen, dse1pr::URA3 reporter, 5-FOA selection; inhibition, % at 50 µM; S. cerevisiae dse1pr::URA3 reporter, 5-FOA growth OD615, 2 d; analog-sensitive cbk1-as2 kinase mutant strain; actives 1.8% (n = 190,000); AID 868, 2007;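 active = inhibition above a set limit, 3 SD over mean compound inhibition, cut at about 8.4% in these data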;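 also: 0% = DMSO-only wells with no growth and 100% = 10 µM 1-NA-PP1 full growth; inhibition rescues growth on 5-FOA so higher OD means more RAM inhibition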
# ROMK mod = ROMK potassium channel modulators, primary screen, cell-based, thallium flux, MLSMR library; ATP-sensitive inward rectifier potassium channel 1 (Homo sapiens), P48048; Tet-inducible ROMK, thallium flux fluorescence; actives lie on both sides; B-score at 10 µM; actives 2% (n = 130,000); AID 1918, 2009;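 active = signal ratio slope over the read window, or its plate-corrected B-score, at least 3 SD from the plate mean, either direction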;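 also: B-score of the F/F0 ratio slope over 7 to 12 s after thallium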
# Target sequence (P48048 whole entry, looked up): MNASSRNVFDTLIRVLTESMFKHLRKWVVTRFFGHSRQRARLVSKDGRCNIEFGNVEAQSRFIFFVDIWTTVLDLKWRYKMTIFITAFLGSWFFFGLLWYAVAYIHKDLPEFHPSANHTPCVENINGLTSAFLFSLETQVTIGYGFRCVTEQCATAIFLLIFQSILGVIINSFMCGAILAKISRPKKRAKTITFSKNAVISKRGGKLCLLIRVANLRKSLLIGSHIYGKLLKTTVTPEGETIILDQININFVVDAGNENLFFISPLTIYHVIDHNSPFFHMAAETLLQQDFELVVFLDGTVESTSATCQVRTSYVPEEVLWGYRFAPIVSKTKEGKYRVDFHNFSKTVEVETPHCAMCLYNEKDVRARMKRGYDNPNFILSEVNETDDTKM
# PPARg SRC-1 ag = PPARgamma agonists recruiting SRC-1 coactivator, primary screen, biochemical; Peroxisome proliferator-activated receptor gamma (Homo sapiens), P37231; PPARgamma-SRC-1 coactivator recruitment biochemical assay; activation, % at 8 µM; actives 0.41% (n = 200,000); in the data active = activation above about 19%;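 also: 0% = DMSO and 100% = reference agonist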
# Target sequence (P37231 whole entry, looked up): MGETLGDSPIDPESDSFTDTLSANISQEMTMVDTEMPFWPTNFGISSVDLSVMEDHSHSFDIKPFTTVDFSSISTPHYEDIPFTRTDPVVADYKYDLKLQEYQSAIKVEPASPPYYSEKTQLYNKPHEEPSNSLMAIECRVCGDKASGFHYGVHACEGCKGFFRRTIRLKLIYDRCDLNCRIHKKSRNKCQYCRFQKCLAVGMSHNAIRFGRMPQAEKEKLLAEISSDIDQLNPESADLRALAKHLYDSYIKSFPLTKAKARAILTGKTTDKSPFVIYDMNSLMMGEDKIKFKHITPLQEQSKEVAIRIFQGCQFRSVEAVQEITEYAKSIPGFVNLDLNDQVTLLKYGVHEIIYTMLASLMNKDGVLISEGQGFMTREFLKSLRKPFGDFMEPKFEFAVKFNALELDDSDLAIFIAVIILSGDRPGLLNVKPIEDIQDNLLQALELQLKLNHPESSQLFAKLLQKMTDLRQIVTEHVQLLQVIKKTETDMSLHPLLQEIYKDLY
# PPARg SRC-3 ag = PPARgamma agonists recruiting SRC-3 coactivator, primary screen, biochemical; Peroxisome proliferator-activated receptor gamma (Homo sapiens), P37231; biochemical PPARgamma/SRC-3 coactivator recruitment assay; activation, % at 8 µM; actives 0.26% (n = 200,000); AID 731, 2007; in the data active = activation above about 23%;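 also: 0% = DMSO and 100% = reference agonist; some compounds past the cut are filed as inactive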
# PPARg SRC-2 ag = agonists of PPARg-SRC-2 recruitment, primary screen, biochemical, HTS. Peroxisome proliferator-activated receptor gamma (Homo sapiens), P37231. PPARgamma LBD-SRC-2 recruitment. activation, % at 8 µM. actives 0.34% (n = 200,000). AID 1032, 2008; in the data active = activation above about 22%;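 also: 0% = vehicle and 100% = reference agonist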
# The depositor's hits bear a star; nt = no result given. Rows were taken by chance; 13% or so of the library scored in one or more.
Molecule	HMGR II inh	S1P3 antagonist	Lmaj promast	DTT redox prof	bIAP inhibitor	TR-FRET SRC-2 ct	RAM inhibit	ROMK mod	PPARg SRC-1 ag	PPARg SRC-3 ag	PPARg SRC-2 ag
O=C(NCc1cccnc1)/C(=C/c1ccc(-c2cccc(C(F)(F)F)c2)o1)NC(=O)c1ccccc1	-2.4	nt	84.1*	0.2	4.4	1638	2.5	-5.05*	1.5	1.1	10.5
COc1ccc(C2CC(c3ccccc3)=NN2C(=O)COC(=O)c2nc3nccc(C)n3n2)cc1 (stereo not drawn)	-2.6	-10.4	-1.3	-0.2	-8.6	1525	0.9	0.191	0.4	0.0	5.4
Cc1ccc(C(=O)NCCc2sc(C)nc2C)cc1	-0.3	-4.3	-6.3	0.2	28.5	1515	1.8	nt	-1.9	4.9	-5.0
CC(=O)Nc1ccc(C(=O)N/N=C/c2cccnc2)cc1	1.6	-16.8	-0.4	-0.4	9.3	1592	1.8	0.42	3.6	4.0	12.8
Cn1c(SCC(=O)c2ccc3c(c2)OCO3)nnc1-c1ccccn1	-7.6	-24.7	-5.7	0.4	-2.6	1527	1.1	0.526	-2.1	-2.3	2.3
CCOc1nnc(C)c2c(C)n(-c3cccc(Cl)c3)nc12	-7.7	nt	31.5	0.1	-27.8	1602	0.1	0.286	0.2	1.9	4.3
CCSc1nc(-c2cccnc2)ccc1C#N	5.6	-6.0	76.5*	0.3	32.6	1412	0.1	nt	3.9	-1.1	0.3
Cc1ccc(S(=O)(=O)N2CCN(C(=O)c3c(C)nn(-c4ccccc4)c3Cl)CC2)cc1	0.9	9.7	7.7	-0.5	-3.8	1651	3.8	-0.414	7.8	-0.5	4.6
C=CCn1c(Cc2ccc(OCC)cc2)nnc1SCC(N)=O	-9.9	2.2	-1.9	2.7	7.7	1375	0.0	nt	-2.9	-8.6	-4.0
CN(C)c1ccc(C=C2C(=O)OC(C)(C)OC2=O)cc1	-0.8	-6.4	0.8	-0.3	3.6	1893	1.5	-1.2	2.2	0.1	3.2
COc1cc(Nc2cc(C)nc3nc(C)nn23)cc(OC)c1OC	-1.9	8.8	-3.2	-1.9	-32.1	1659	1.1	nt	-2.9	6.3	3.5
CCCc1nc2ccccc2c2nc(N)nn12	-4.2	7.4	-3.1	-0.3	-10.3	1614	0.7	nt	4.6	5.0	3.6

# (continued)
Molecule	HMGR II inh	S1P3 antagonist	Lmaj promast	DTT redox prof	bIAP inhibitor	TR-FRET SRC-2 ct	RAM inhibit	ROMK mod	PPARg SRC-1 ag	PPARg SRC-3 ag	PPARg SRC-2 ag
COc1ccc(C(=O)/C=C/C(=O)N(CC(=O)NC2CCCCC2)Cc2ccccc2)c(O)c1	-5.2	-3.9	44.2	0.1	-3.4	1671	2.5	-0.288	9.0	7.1	4.2
CCCOC(=O)c1ccc(NC(=O)Oc2ccccc2)cc1	-3.2	nt	3.3	2.2	-157.4	1575	0.9	nt	-6.8	3.0	-2.6
CC(C(=O)O)n1c(C(F)(F)F)nc2ccccc21 (stereo not drawn)	-3.2	nt	-6.5	-0.1	10.1	1634	1.0	nt	2.0	6.9	5.0
COc1ccc(-c2cnc3ncnn3c2N)cc1	-4.2	-8.1	-7.5	-0.6	-21.3	1698	0.8	0.671	3.1	4.8	13.7
Cc1sc(NC(=O)c2ccco2)c(CN2CCC(C)CC2)c1C	-1.6	nt	4.1	-1.8	26.6	1614	0.3	-2.46	-0.4	10.6	3.5
COc1ccc(/C=N/NC(=O)CN(c2ccc(OC)cc2)S(=O)(=O)c2ccccc2)cc1	-4.8	-4.7	18.5	5.8	0.9	1764	2.1	-1.82	8.9	2.5	-4.3
O=C(NCCCN=C1NS(=O)(=O)c2ccccc21)c1ccc(S(=O)(=O)N2CCOCC2)cc1	1.1	nt	-11.9	0.0	4.2	1501	0.5	-0.0633	-2.4	-2.3	0.1
CC(C)NC(=O)C1CCN(C(=O)c2ccc(-c3ccccc3)cc2)CC1	-2.1	nt	-5.9	1.0	-3.4	1346	0.7	0.166	-4.2	-0.5	-7.0
CC(C)c1nc2ccc(C(=O)O)cc2[nH]1	-3.4	nt	-4.3	1.0	1.1	1498	4.1	0.667	-0.5	3.8	3.5
COc1ccc(-c2cc(C(F)(F)F)nc(SCC(=O)N3CC(C)OC(C)C3)n2)cc1OC (stereo not drawn)	-2.8	11.3	1.9	-2.5	-0.6	1725	3.5	nt	6.3	2.7	9.5
CN(CC#CCC(c1ccccc1)c1ccccc1)C(C)(C)C	-4.1	nt	100.0*	-3.5	0.5	1396	-0.2	-0.436	-1.5	-4.2	-2.2
CCOC(=O)C1=C(C)NC(=O)C1(NC(=O)c1cccnc1)C(F)(F)F (stereo not drawn)	-6.0	-21.7	-0.1	2.1	-3.3	1489	0.5	nt	3.7	7.5	2.1

# Continuation.
Molecule	HMGR II inh	S1P3 antagonist	Lmaj promast	DTT redox prof	bIAP inhibitor	TR-FRET SRC-2 ct	RAM inhibit	ROMK mod	PPARg SRC-1 ag	PPARg SRC-3 ag	PPARg SRC-2 ag
CC(C)Cn1c(CN2CCN(C(=O)c3ccco3)CC2)nc2c1c(=O)n(C)c(=O)n2C	0.7	-14.9	-0.1	0.2	1.4	1515	0.5	-0.951	3.4	9.8	4.2
CCOC(=O)C1CCN(C(=O)Nc2ccc(OC)c(OC)c2)CC1	3.5	-36.2	-2.6	11.0	4.4	1450	0.8	nt	-6.1	-8.3	-1.3
COc1ccccc1/C=C/C(=O)c1ccc(NC(C)=O)cc1	-5.2	-1.5	99.7*	0.1	14.4	1670	3.2	-0.242	7.8	6.6	12.5
COc1ccc(C(=O)NNC(=O)CSc2nnc(COc3ccccc3)n2C)cc1	-0.6	nt	-8.2	0.6	-29.1	1494	0.3	nt	4.1	-2.5	12.5
CCc1cc2c(SCC(=O)c3cccs3)ncnc2s1	-0.7	5.6	-6.2	3.7	9.6	1871	3.0	nt	7.3	5.2	3.6
CC(=O)N1CCCC(C(=O)c2ccc3c4c(cccc24)CC3)C1 (stereo not drawn)	1.1	-5.9	1.7	0.1	8.3	1578	0.4	0.0397	0.3	-0.4	0.9
N#C/C(=C\c1cccc([N+](=O)[O-])c1)C(=O)NCc1cccnc1	-0.9	-13.4	41.2	0.1	1.8	1631	1.2	nt	5.8	2.1	5.5
CCOc1ccc(N(Cc2ccc(OC)cc2)C(=O)c2ccco2)cc1	-3.8	-5.5	2.4	-0.4	-10.4	1495	3.5	-0.315	-3.9	1.7	1.0
CCOc1ccc2nc(NCCCNS(=O)(=O)c3ccc(F)cc3)c(C#N)cc2c1	-1.7	nt	-1.3	1.0	nt	1460	4.7	nt	-1.8	5.8	-1.4
Cc1ccsc1C(=O)Nc1ccc(C(=O)O)cc1	-5.6	nt	-4.7	0.1	11.4	1487	2.8	-0.377	-0.1	0.7	1.3
O=C(/C=C/c1ccco1)Nc1ccc2nn(-c3ccccc3)nc2c1	-5.6	-3.9	10.1	0.6	9.6	1496	0.9	nt	3.6	-2.5	2.0
CN(C)S(=O)(=O)c1cc(NC(=O)CN2CCCc3ccccc32)ccc1Cl	5.2	17.6	7.9	-0.3	-10.8	1574	0.9	-0.87	-1.5	1.2	3.5

# ROMK mod: entries above that show a hit.
structure	HMGR II inh	S1P3 antagonist	DTT redox prof	bIAP inhibitor	RAM inhibit	ROMK mod
O=C(NCc1cccnc1)/C(=C/c1ccc(-c2cccc(C(F)(F)F)c2)o1)NC(=O)c1ccccc1	-2.4	nt	0.2	4.4	2.5	-5.05*

# The results go on:
Molecule	HMGR II inh	S1P3 antagonist	Lmaj promast	DTT redox prof	bIAP inhibitor	TR-FRET SRC-2 ct	RAM inhibit	ROMK mod	PPARg SRC-1 ag	PPARg SRC-3 ag	PPARg SRC-2 ag
O=C(O)CNC(=S)N(Cc1ccccc1Cl)C1CCCCC1	-2.7	-10.8	-0.8	-0.4	-24.9	1478	2.0	0.544	3.3	0.7	-1.3
Cc1cc2c(=O)n(CC(=O)NCC(=O)N3CCN(Cc4ccccc4)CC3)cnc2s1	0.0	-52.5	-1.6	-1.7	6.3	1469	1.7	0.857	0.0	4.6	-0.6
CCn1c(C(=O)OC)cc2c1ccn2-c1ccc(F)cc1	-4.0	7.0	22.9	2.1	9.4	1468	-0.5	0.221	-1.9	1.0	1.4
O=C(CCSc1ccc(Cl)cc1)N1CCCCCC1	-0.3	nt	-1.9	2.9	-0.3	1542	0.6	nt	7.9	11.8	13.9
S=C(c1ccc(Br)cc1)N1CCN(Cc2ccccc2)CC1	0.3	nt	33.5	-3.8	7.0	1439	0.6	nt	-0.6	16.6	-7.4
CCCC(=O)Nn1cnc2c(c1=O)C1(CCCCC1)Cc1ccccc1-2	0.3	nt	10.9	-0.1	6.9	1713	0.8	0.193	2.7	7.7	1.8
FC(F)(F)c1cccc(NC(=S)NCc2ccccn2)c1	-4.8	6.9	-3.4	0.1	-8.8	1392	-0.4	0.0688	-9.3	-6.8	-3.2
CCc1ccc(NC(=O)CN(c2ccc3c(c2)OCO3)S(=O)(=O)c2c(C)noc2C)cc1	-0.3	9.5	3.8	-0.1	9.0	1503	5.5	nt	-4.3	0.8	7.8
Cc1ccc(Nc2nc(-c3sc(NC(=O)c4ccc([N+](=O)[O-])cc4)nc3C)cs2)cc1	1.4	nt	-3.8	14.6	2.9	1459	3.9	nt	-4.4	1.1	0.2
FC(F)(F)COc1nc(N/N=C/c2cccnc2)nc(N2CCCCC2c2ccccn2)n1 (stereo not drawn)	1.8	2.4	51.5*	-0.9	-3.5	1736	-0.9	0.853	4.3	3.5	-7.8
COc1ccc2c(c1)[nH]c1c(Cl)ncnc12	-1.5	3.3	7.6	0.1	-20.8	1562	-1.9	nt	-9.0	0.3	-6.8
CCC1CCCCN1C(=S)Nc1cccc(S(=O)(=O)N(C)C)c1 (stereo not drawn)	-4.6	8.7	-1.2	-1.7	-2.9	1643	1.6	-0.00119	12.9	3.4	5.1
COc1ccc(C)cc1S(=O)(=O)N(C)CC(=O)N1CCN(C)CC1	-1.4	nt	-6.3	0.2	0.9	1247	-0.9	-0.131	2.1	3.3	1.5
Cn1cccc1/C=N/N1CCN(c2ccccn2)CC1	-5.6	12.5	0.3	0.6	-5.7	1576	1.0	-0.517	7.6	3.5	3.5
OCCN(/C=N/c1nc(-c2ccc(Br)cc2)cs1)CCO	-6.6	nt	-6.2	0.7	12.7	1568	3.5	0.00416	3.9	-2.4	4.9
